# Screening results as filed in PubChem BioAssay.
# dFosB activator – activators of mouse delta FosB homodimer; 0.99% of 340,000 active; activation, % at 25 µM; P13346; purified delta FosB, TAMRA-CDK5 oligo fluorescence polarization; percent of positive-control signal above neutral wells;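 active means mean activation above about 17%, with every replicate also reaching it, limit read from the data, passing the limit was not always enough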;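 further: fluorescence polarization rise as delta FosB binds a TAMRA Cdk5 AP-1 oligo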
# SR-BI DiI-HDL act – SR-BI HDL lipid transfer activation | CHO ldlA[mSR-BI] cells, DiI-HDL uptake fluorescence, 3 h; 100 = double the neutral-control signal | activation, % at 12.5 µM | 0.096% of 320,000 active | AID 504775;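 active means mean replicate activation of at least 60% and every replicate at or above 60%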;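 further: 0% = median plate neutral-control signal and 100% = twice that signal; values of inactives mirror those of a sister screen read the other way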
#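 Material – SR-BI-overexpressing, LDLR-lacking CHO cells · Medium – BSA-supplemented, HEPES-buffered Ham's F12, pH 7.4 · Doses – single concentration · Times – compound with DiI-HDL co-incubation, 3 h at 37 °C · Measured by – bottom-read fluorescence, 550/595 nm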
# PKA-R2B act – activates the human PKA-R2B holoenzyme complex; P22694+P31323; 0.079% of 340,000 active; PKA-R2B holoenzyme dissociation, Cy5-IP20 fluorescence polarization; R2B truncated from residue 108, S112A mutant; 0% DMSO only, 100% 113 µM cGMP; activation, % at 11.4 µM;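 active means activation above a cutoff set at the mean over all compounds plus 3 SD, cut at about 18% in these data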;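 further: higher means more holoenzyme dissociation and a rise in polarization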
# SR-BI HDL uptake – blocks mouse SR-BI lipid uptake from DiI-HDL; ldlA[mSR-BI] CHO cells, DiI-HDL uptake fluorescence, 3 h; inhibition, % at 12.5 µM; 0.96% of 320,000 active; AID 488896;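 active means mean replicate inhibition of at least 70% and a set share of replicates each scoring 70 or more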;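 further: 0% = median of neutral control wells and 100% = median of positive control wells; values of inactives mirror those of a sister screen read the other way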
# Target sequence (Q61009 whole entry, looked up): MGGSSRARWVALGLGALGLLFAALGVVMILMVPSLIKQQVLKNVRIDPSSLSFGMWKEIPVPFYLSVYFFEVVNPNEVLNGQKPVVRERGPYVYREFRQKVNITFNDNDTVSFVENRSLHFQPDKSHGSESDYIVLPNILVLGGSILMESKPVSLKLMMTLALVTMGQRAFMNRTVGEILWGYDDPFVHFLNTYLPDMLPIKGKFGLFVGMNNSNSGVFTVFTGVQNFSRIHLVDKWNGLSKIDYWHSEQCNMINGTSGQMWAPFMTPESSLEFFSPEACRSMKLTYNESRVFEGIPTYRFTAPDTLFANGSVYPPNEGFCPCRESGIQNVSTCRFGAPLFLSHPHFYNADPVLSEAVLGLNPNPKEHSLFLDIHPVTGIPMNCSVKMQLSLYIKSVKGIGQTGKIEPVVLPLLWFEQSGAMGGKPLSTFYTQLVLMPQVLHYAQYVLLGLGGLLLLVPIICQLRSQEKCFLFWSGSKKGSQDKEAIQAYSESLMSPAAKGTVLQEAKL
# PKA-R1A act – PKA-R1A complex activation | P00514+P68181 | PKA-R1A dissociation, Cy5-IP20 fluorescence polarization; scaled: DMSO 0%, 113 µM cGMP 100% | activation, % at 11.4 µM | 0.083% of 340,000 active | AID 504707;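 active means percent activation above the mean of all tested compounds plus 3 SD, cut at about 19% in these data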;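 further: higher means more PKAc released from R1A so a rise in polarization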
# MITF act – increases MITF-driven TRPM1 promoter luciferase signal; 0.75% of 300,000 active; activation, % at 12.5 µM; SK-MEL-5 TRPM1-promoter luciferase, 24 h; % of positive control, neutral wells = 0;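 active means mean activation of at least 80% with every replicate also reaching 80%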;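 further: 0% = neutral control wells and 100% = parthenolide positive control wells; values of inactives mirror those of a sister screen read the other way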
# SUMO Mot1 rescue – blocks SUMOylation pathway, rescuing yeast Mot1-301 growth | S. cerevisiae Mot1-301 growth rescue, ATP luminescence, 38.5C; percent above DMSO median, 100 means doubled | growth rescue, % at 18.8 µM | 1% of 320,000 active | AID 2716;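 active means every valid replicate shows activation above 250% relative to neutral control wells; inactive means the rest, any valid replicate at or below 250%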;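 further: OY570 slx delta 5 strain wells were the positive control but not used for scaling; some compounds called inactive have numbers as strong as hits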
# Arrestin-AP2 inh – human beta-arrestin and AP2 interaction inhibition | AID 504490 | 0.31% of 340,000 active | FITC-arrestin peptide / GST-AP2 beads, flow cytometry; AP2 beta2 appendage carries R879A mutation | inhibition, % at 10 µM;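 active means inhibition above a set limit, near 3 SD of compounds lacking own fluorescence, cut at about 54% in these data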;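 further: plate controls were DMSO wells for no effect and 5 µM unlabelled arrestin peptide for full effect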
#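 System: GST-AP2 R879A glutathione beads | Also added: FITC-arrestin peptide, 50 nM | Times: 12 min plus 1 h, RT | Signal: Bead flow cytometry, FITC channel | Buffer or medium: PBS with 0.05% Tween 20 and 0.1% BSA | Read-out basis: Percent drop in bead-associated FITC signal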
# CDK5 inh – blocks human CDK5/p35 kinase activity | AID 488839 | inhibition, % at 10 µM | Q00535+Q15078 | 0.01% of 330,000 active | Recombinant CDK5/p35, ADP-Glo luminescence, 60 min;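 active means highest replicate inhibition of at least 50% and at least 75% of replicates reaching 50%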;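 further: plate controls were DMSO neutral control for no effect and GW8510 at 10 µM for full effect; many of its hits are not listed in these tables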
# Target sequence (Q00535 whole entry, looked up): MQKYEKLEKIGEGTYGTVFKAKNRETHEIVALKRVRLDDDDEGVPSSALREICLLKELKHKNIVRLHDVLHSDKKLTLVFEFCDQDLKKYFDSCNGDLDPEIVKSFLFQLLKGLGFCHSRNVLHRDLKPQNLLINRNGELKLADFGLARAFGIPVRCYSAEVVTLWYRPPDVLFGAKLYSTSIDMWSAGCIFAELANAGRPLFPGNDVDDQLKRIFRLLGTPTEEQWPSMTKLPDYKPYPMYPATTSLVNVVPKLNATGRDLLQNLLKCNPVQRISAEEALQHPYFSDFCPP
# Target sequence (Q15078 whole entry, looked up): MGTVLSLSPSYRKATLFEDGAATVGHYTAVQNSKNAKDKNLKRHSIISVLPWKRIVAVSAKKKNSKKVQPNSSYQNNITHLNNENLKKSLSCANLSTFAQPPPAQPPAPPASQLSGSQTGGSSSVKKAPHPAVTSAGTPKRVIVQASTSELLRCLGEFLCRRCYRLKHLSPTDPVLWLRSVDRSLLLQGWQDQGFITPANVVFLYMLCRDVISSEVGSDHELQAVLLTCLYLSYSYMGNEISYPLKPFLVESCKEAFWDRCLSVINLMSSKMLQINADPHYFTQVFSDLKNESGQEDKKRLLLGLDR
# NSD2 HMT inh – NSD2 (human) methyltransferase inhibition; NSD2 peptide methylation, AlphaScreen, 120 min; 0.54% of 310,000 active; inhibition, % at 12.5 µM; in the data active means inhibition above about 50%
# Pemphigus Ab inh – human desmoglein-3 autoantibody binding inhibition. P32926. DSG3-coupled beads, scFv-anti-DSG3-GFP binding, flow cytometry; hits give low values. binding (percent of control), % at 10 µM. 0.48% of 310,000 active;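 active means binding more than 3 SD below its plate's average and above zero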;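 further: hits lower antibody fragment binding to DSG3; some compounds called inactive have numbers as strong as hits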
# * = called active by the depositor; · = no result given.
dFosB activator	SR-BI DiI-HDL act	PKA-R2B act	SR-BI HDL uptake	PKA-R1A act	MITF act	SUMO Mot1 rescue	Arrestin-AP2 inh	CDK5 inh	NSD2 HMT inh	Pemphigus Ab inh	SMILES
-10	-20	0	20	-7	9	·	4	0.3	·	103	CC[C@H](C)[C@H]1CNC(=S)N1CC1CCN(CCCC2CCCC2)CC1
-1	3	1	-3	-7	6	-12	-5	0.6	·	102	CC1=C(C(=O)NCCc2ccc(C)cc2)C2(CCC(C)CC2)OC1=O (configuration not stated)
-9	2	·	-2	·	-8	-15	14	0.6	0	·	Cc1csc(SCC(=O)NC(=O)NC2CCCC2)n1
-1	21	-1	-21	-2	2	-5	-2	0.7	-4	101	COCCCNC(=O)CCN1C(=O)COc2ccccc21
-9	·	4	·	2	1	0	13	3.2	5	102	Cc1cc(C[n+]2cc(Br)ccc2N)c2ncccc2c1
-20	-1	-9	1	-7	5	-6	2	-0.8	-1	109	CCOCCCNC(=O)c1c[nH]c2ccc(OCC)cc2c1=O
-1	34	3	-34	1	0	7	38	-1.5	1	100	N=c1sccn1CC(=O)NC(=O)NC1CCCC1
2	21	-4	-21	-8	23	-17	16	-0.8	-1	104	CCSc1nc(N)c2c(C)c(C)sc2n1
-2	10	10	-10	0	12	-2	-3	0.7	0	108	CCc1nc2ccccc2c(=O)n1/N=C/c1ccc(OC)cc1
-4	-22	1	22	3	-1	-11	17	0.5	0	114	CCCOc1ccc(N2C(=O)CC(N(CCCO)C(=O)CC)C2=O)cc1 (configuration not stated)
3	12	-1	-12	7	-1	-13	-8	1.0	0	105	COC(=O)C1CCN(C(=O)c2ccc3nccnc3c2)CC1
1	0	1	0	-2	1	26	-7	0.6	-3	108	Cc1ccc(CNC(=O)c2ccc(OCC3CCCO3)cc2)cc1 (configuration not stated)
-8	23	-5	-23	-11	-10	13	-3	1.7	2	105	CN(C)S(=O)(=O)N(CC(=O)Nc1ccc(F)c(F)c1)c1ccccc1
3	7	-8	-7	-4	-2	-6	-12	-0.2	-3	106	CCc1ccc(NC(=O)C2CCN(S(=O)(=O)c3ccc4c(c3)N(C(C)=O)CCO4)CC2)cc1
-8	11	-10	-11	-8	-10	-35	-4	0.1	0	96	Cc1ccc(S(=O)(=O)N2CCN(c3ccnc4cc(Cl)ccc34)CC2)cc1C
-5	-4	-4	4	-5	8	1	13	-0.2	11	90	COc1cc(/C=C2/SC(=S)N(Cc3ccccc3)C2=O)ccc1OS(C)(=O)=O
-3	21	1	-21	-7	10	9	6	-2.4	-2	105	CC(=O)OCc1nc2ccccc2s1
2	22	-16	-22	-4	·	89	24	-0.7	0	96	Cc1ccc(OC(=S)Nc2ccccc2)c(C)c1
-2	37	1	-37	-2	8	-13	7	1.9	-2	100	CC(NC(=O)COC(=O)c1ccco1)c1ccccc1 (configuration not stated)
-3	2	-7	-2	-12	4	17	-18	0.6	0	99	CN(C(=O)CSc1nnnn1-c1ccccc1)C1CCS(=O)(=O)C1 (configuration not stated)
-7	-11	-8	11	-5	55	9	-2	0.7	·	104	Cc1cccc(C(=O)Nc2cccc(OC(=O)c3cccc(C)c3)c2)c1
-1	16	1	-16	0	1	214	-7	0.6	-1	111	O=C(c1ccccc1)c1cccn1CC(=O)N1CCCCCC1
-11	-7	-6	7	-2	-13	0	19	0.7	-1	72	C=CCn1c(COc2ccc(Cl)cc2)nnc1SCC(=O)N/N=C/c1ccccc1
-12	-23	8	23	3	7	-9	17	1.3	0	100	CC(C)C(=O)Nc1ccccc1C(=O)N/N=C/c1ccc([N+](=O)[O-])cc1
2	-3	-9	3	-11	7	-4	-8	-1.8	·	94	CC(OC(=O)CCc1ccccc1)C(=O)Nc1ccc(Cl)cn1 (configuration not stated)

# Other entries follow.
dFosB activator	SR-BI DiI-HDL act	PKA-R2B act	SR-BI HDL uptake	PKA-R1A act	MITF act	SUMO Mot1 rescue	Arrestin-AP2 inh	CDK5 inh	NSD2 HMT inh	Pemphigus Ab inh	SMILES
6	-40	-3	40	-1	-1	9	4	1.3	11	·	O=C(COc1c(Cl)cccc1Cl)Nc1ccccc1N1CCCC1
66*	-34	12	34	-4	-20	-11	6	-1.9	-2	108	O=C1[C@@H]2Cc3c([nH]c4ccccc34)C(c3cccc(Br)c3)N2C(=O)CN1C1CCN(Cc2ccccc2)CC1 (some centres not stated)
-1	6	4	-6	2	·	-8	7	0.1	1	101	OC(CNCc1ccco1)Cn1c2ccccc2c2ccccc21 (configuration not stated)
-4	23	-6	-23	-5	-1	·	8	1.6	·	107	O=C1NC(c2cccnc2)C(C(=O)c2cccs2)C(O)(C(F)(F)F)N1 (configuration not stated)
-9	-2	5	2	-8	-3	-7	-9	0.0	27	102	CCC(C)NC(=O)CSc1nc2cc(S(=O)(=O)N3CCOCC3)ccc2n1CC (configuration not stated)
-1	12	-8	-12	17	-5	-2	-6	1.5	1	107	COc1ccc(OC)c(S(=O)(=O)NC(C)c2cnn(-c3ccccn3)c2C)c1 (configuration not stated)
5	21	7	-21	0	-3	67	-13	-1.0	-2	109	O=[N+]([O-])c1cc(S(=O)(=O)NCCN2CCOCC2)ccc1Cl
1	13	-2	-13	-8	-14	-8	-2	-0.6	1	111	Cc1nnc(SCC(=O)c2c(N)n(C)c(=O)n(C)c2=O)n1Cc1ccccc1
-18	·	-10	-2	-17	-6	-27	-21	-0.6	·	100	Cc1cccc(C)c1NC(=O)c1cccc2c1C(=O)N(C1CCCCC1)C2
-11	9	6	-9	-8	8	-6	-4	-2.4	0	·	Cc1nn(C(C)C(=O)NCCCN2CCCCC2C)c(=O)c2c1sc1ccccc12 (configuration not stated)
-5	5	5	-5	-7	6	-6	27	0.5	14	108	Cc1ccc2[nH]c(=O)c(CNC(C)C)cc2c1
6	-1	-14	1	-1	18	14	-11	0.3	2	81	CO/N=C/c1ccc(Oc2ccc(C)cc2)c([N+](=O)[O-])c1
2	4	-6	-4	-2	0	978*	0	3.3	9	104	CC(C)(C)NC(=S)NCc1cccnc1
-5	14	2	-14	-1	10	2	9	1.8	-2	103	Cc1nc(C)n(CC(C)C(=O)N2CCN(S(=O)(=O)c3ccc(Cl)cc3)CC2)n1 (configuration not stated)
2	5	-13	-5	-7	19	-3	5	-1.9	0	105	Cc1cccc2cc(C#N)c(SCc3nnc(-c4ccccc4[N+](=O)[O-])o3)nc12
-6	·	-1	·	-13	-2	-21	3	1.1	0	112	O=C(O)CC(NC(=O)C12CC3CC(CC(C3)C1)C2)c1ccc(F)cc1 (configuration not stated)
-7	10	-8	-10	-9	8	213	-6	·	-1	99	CCOc1cc2c(cc1OCC)C(c1ccccc1)N(c1ccccc1)C(=O)C2 (configuration not stated)
16	·	-10	·	-10	138*	-3	32	-0.3	2	87	Cc1cc(O)c(-c2cc(C(=O)Nc3cccnc3)[nH]n2)cc1C
-5	-25	-1	25	4	·	-12	13	-0.3	1	143	CC(=O)c1ccc(NC(=O)c2ccc3nc(C)sc3c2)cc1
1	28	0	-28	-5	5	-1	-4	2.3	-5	105	O=C(CSCc1ccc(Cl)cc1)Nc1ccccc1C(=O)N1CCOCC1
-1	-7	-6	7	4	-3	12	7	1.2	-1	·	Cc1nnc(C)n1/N=C/c1ccc(O)cc1
2	-19	-7	19	-9	-9	-5	24	-0.3	-2	77	O=C(CCN1C(=O)/C(=C/c2ccccc2Cl)SC1=S)NC1CCS(=O)(=O)C1 (configuration not stated)
0	-34	-8	34	-13	-5	2	-17	0.0	-2	100	C=CCN1C(=O)c2ccc(C(=O)N3CCN(c4ccccc4OC)CC3)cc2C1=O
-5	12	-5	-12	0	22	-12	7	1.2	-3	97	CC(=O)NCC(=O)NC(C(=O)Nc1ccc2c(c1)OCCO2)c1ccc(C)cc1 (configuration not stated)
-6	-20	-4	20	-10	6	·	8	0.6	·	114	CCN1C[C@@H]2[C@@H]3C(=O)N(Cc4ccccc4)C(=O)[C@@H]3[C@](Cc3ccccc3)(C(=O)OC)N2C1=NCc1ccccc1

# (list continues)
dFosB activator	SR-BI DiI-HDL act	PKA-R2B act	SR-BI HDL uptake	PKA-R1A act	MITF act	SUMO Mot1 rescue	Arrestin-AP2 inh	CDK5 inh	NSD2 HMT inh	Pemphigus Ab inh	SMILES
-2	7	6	-7	0	14	3	18	0.7	0	93	COc1ccc(-n2c(CCc3ccccc3)nnc2SCC(=O)c2ccccc2)cc1
-4	8	6	-8	-2	40	-17	0	0.4	0	100	COc1ccc(-c2nc3c(n2O)CCC/C3=N\O)cc1
-4	-7	1	7	-6	7	·	34	0.8	·	101	O=C(Nc1ccn(CCCN2CCN(c3ccccn3)CC2)c(=O)n1)OCc1ccccc1
-1	-15	-10	15	-5	-5	-9	4	-1.2	-1	104	CC1CCCCC1NC(=O)CCCCCn1c(=S)[nH]c2ccccc2c1=O (configuration not stated)
-5	·	-1	·	15	1	-15	-3	-1.7	·	111	CC(C)(C)n1nnnc1C(c1ccc(C(F)(F)F)cc1)N(Cc1ccc(F)cc1)Cc1ccco1 (configuration not stated)
2	8	-2	-8	0	4	2	11	-0.5	·	·	COc1cc(/C=C/C(=O)O)cc(S(=O)(=O)Nc2ccccc2C(=O)NCCc2ccccc2)c1OC
5	-62	2	62	5	-14	37	-6	0.1	0	103	COc1ccc(Br)cc1/C=C/C(=O)Nc1c(C)cccc1C
-5	-58	-12	58	-12	14	-10	5	-1.0	1	85	CCOc1ccccc1NC(=O)NCCC1=CCCCC1
-20	0	4	0	-9	-1	4	5	1.0	0	89	COc1ccc2oc(=O)c(/C(C)=N/Nc3ccccc3)cc2c1
3	4	0	-4	-2	9	-7	-2	3.0	-3	104	O=C(O)CC(c1cccc([N+](=O)[O-])c1)N1Cc2ccccc2C1=O (configuration not stated)

# Profiles, looked up by structure:
# CC(=O)NCC(=O)NC(C(=O)Nc1ccc2c(c1)OCCO2)c1ccc(C)cc1 (configuration not stated) is listed with dFosB activator = -5; SR-BI DiI-HDL act = 12; PKA-R2B act = -5; SR-BI HDL uptake = -12; PKA-R1A act = 0; MITF act = 22; SUMO Mot1 rescue = -12; Arrestin-AP2 inh = 7; CDK5 inh = 1.2; NSD2 HMT inh = -3; Pemphigus Ab inh = 97
# Cc1cccc(C)c1NC(=O)c1cccc2c1C(=O)N(C1CCCCC1)C2 is listed with dFosB activator = -18; SR-BI DiI-HDL act = ·; PKA-R2B act = -10; SR-BI HDL uptake = -2; PKA-R1A act = -17; MITF act = -6; SUMO Mot1 rescue = -27; Arrestin-AP2 inh = -21; CDK5 inh = -0.6; NSD2 HMT inh = ·; Pemphigus Ab inh = 100
